ARNT TACC3 PPI – ARNT/TACC3 interaction disruption. inhibition, % at 9.99 µM. AlphaScreen His-ARNT PAS-B/GST-TACC3 binding, luminescence; TACC3 fragment carries E629A point mutation. Q9Y6A5. 0.66% of 390,000 active;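 active means mean inhibition of replicates at least 50% and at least half of replicates each reaching 50%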;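 further: 0% = complete ARNT plus TACC3 wells and 100% = ARNT alone without TACC3; many hits fall short of the cut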
EWS-Fli block – blocks EWS/Fli oncoprotein-driven transcription; A673 NR0B1-luciferase reporter, viability-normalised; inhibition, % at 12.6 µM; 0.67% of 350,000 active;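 active means mean inhibition of at least 50% after viability correction, with every replicate also passing that limit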;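 further: firefly luciferase signal divided by Alamar Blue viability fluorescence both relative to DMSO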
ERp5 inh – ERp5 (human) disulfide isomerase inhibition; ERp5 insulin aggregation, absorbance 650 nm, 90 min; inhibition, % at 9.99 µM; 0.05% of 350,000 active; AID 651711;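 active means mean replicate inhibition above about 25%, with every replicate also reaching it, limit read from the data, passing the limit was not always enough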
Target sequence (Q15084 whole entry, looked up): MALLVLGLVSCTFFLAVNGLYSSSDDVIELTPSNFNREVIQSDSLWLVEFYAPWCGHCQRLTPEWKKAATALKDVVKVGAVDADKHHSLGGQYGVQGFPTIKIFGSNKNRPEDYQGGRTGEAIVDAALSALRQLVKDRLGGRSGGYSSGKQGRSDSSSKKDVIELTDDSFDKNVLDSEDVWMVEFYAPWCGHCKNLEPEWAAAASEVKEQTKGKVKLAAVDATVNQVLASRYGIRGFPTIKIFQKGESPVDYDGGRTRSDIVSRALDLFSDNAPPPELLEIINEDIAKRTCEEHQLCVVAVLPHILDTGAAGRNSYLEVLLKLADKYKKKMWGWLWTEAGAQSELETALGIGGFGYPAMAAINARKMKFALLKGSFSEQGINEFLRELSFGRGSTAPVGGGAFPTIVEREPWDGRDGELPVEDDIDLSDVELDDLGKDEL
DENV2 CPE – inhibitors of DENV2 cytopathic effect; DENV2-infected cells, cytopathic effect rescue, plate reader; CPE inhibition, % at 9.99 µM; 1.7% of 350,000 active; AID 651640; in the data active means CPE inhibition above about 20%, passing the limit was not always enough; tested in BHK-21 cells;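 further: 0% = median of neutral control wells and 100% = median of positive control wells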
Xi reactivation – reactivates the inactive X chromosome in mouse fibroblasts. XiGFP mouse fibroblasts, % GFP-positive cells imaging, 3 d; cells co-treated with 5-aza-dC sensitizer; scaled so ellipticine positive control = 100%. activation, % at 7.58 µM. 0.055% of 360,000 active;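 active means mean normalized replicate activation at least 10% and every replicate at or above 10%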;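 further: 0% = median of on-plate neutral control wells and 100% = ellipticine 6 µM median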
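material = 68-5-11 XiGFP fibroblast line | medium = DMEM plus 5-aza-dC sensitizer | schedule = 3 days compound exposure | benchmarks = positive control ellipticine, 6 µM final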
INS-1E GSIS act – GLuc luminescence reporter in INS-1E cells, primary screen for activators of glucose-dependent secretion of insulin. INS-1E GLuc reporter insulin secretion, 2-3 h. 0.61% of 370,000 active. activation, % at 16.6 µM;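 active means lowest replicate activation of at least 40%, so every replicate reaches that level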;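 further: 0% = median of neutral control wells and 100% = median of IBMX positive control wells; some compounds called inactive have numbers as strong as hits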
F508del corr – CFTR F508del correction in bronchial cells; activity (quench increase), % at 7.58 µM; AID 720511; CFBE cells, YFP halide quenching; stimulated with forskolin plus potentiator P3; % fluorescence drop versus neutral controls; 0.36% of 350,000 active;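 active means mean added fluorescence quench of at least 8% versus neutral control, with both replicates also reaching 8%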;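 further: cells transiently co-express mutant CFTR-F508del with the halide-sensitive YFP; corrector assay measuring rescue of mutant channel to the surface after 24 h compound exposure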
PAX8 reporter – inhibitors of PAX8 transcriptional activity in RMG-I cells. RMG-I TPO-luciferase reporter, SteadyGlo, 24 h. inhibition, % at 12.6 µM. AID 652154. 1.2% of 360,000 active;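 active means mean replicate inhibition at least 60% with every replicate also reaching 60%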;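 further: luciferase light reporting Pax8 driven TPO promoter activity; plate controls were median of neutral control wells for no effect and mitoxantrone controls for full effect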
* marks the source's active call; other numbers are inactive results; · = no result given. The order is random. Share with any hit: about 4.2%.

entry	SMILES	ARNT TACC3 PPI	EWS-Fli block	ERp5 inh	DENV2 CPE
1	CCN1CCN(CCCNC(=O)c2ccc3c(c2)N(Cc2ccccc2)CCS3)CC1	7	11	6	5
2	C[C@@H]1CCCCO[C@@H](CN(C)S(=O)(=O)c2ccc(F)cc2)[C@@H](C)CN([C@@H](C)CO)C(=O)c2cc(NS(=O)(=O)c3ccccc3)ccc2O1	-10	-12	-2	2
3	CCOc1cc(N2CCOCC2)c(OCC)cc1NC(=O)CN1C(=O)NC(C)(c2ccc(OC)cc2)C1=O (stereo not drawn)	·	4	3	1
4	COc1ccc(CCN(C)CC(O)COc2c(C)ccc(C)c2C)cc1OC (stereo not drawn)	-19	-8	-4	-5
5	COc1ccc2cc(C(=O)C3CCCN(Cc4cccc(C)n4)C3)ccc2c1 (stereo not drawn)	11	-20	-3	·
6	COc1cccc(CN(C)CC(=O)Nc2cc(S(=O)(=O)N3CCCC3)ccc2Cl)c1OC	7	9	-3	13
7	Cc1nc2ccccc2c(=O)n1NC(=O)CCC(=O)O	-21	5	-2	-8
8	Cc1ccccc1OCCC(=O)OCC(=O)c1c(N)n(CC(C)C)c(=O)n(C)c1=O	-2	·	1	3
9	COCc1cc(=O)[nH]c(-c2ccc(C(F)(F)F)cc2)n1	·	5	-13	12
10	COc1ccc(C)cc1NC(=O)NCc1ccc(F)cc1	-6	1	-2	-1

entry	Xi reactivation	INS-1E GSIS act	F508del corr	PAX8 reporter
1	0.0	43*	-1.8	9
2	0.1	-26	2.3	4
3	0.0	9	2.0	9
4	0.0	3	-1.3	15
5	0.0	-10	-1.4	-8
6	0.0	-38	-2.2	37
7	0.0	14	0.1	6
8	-0.1	-57	-2.0	9
9	0.1	·	0.0	25
10	0.1	-1	-1.6	-6

Rewritten in transposed form: part of the list above
#10 COc1ccc(C)cc1NC(=O)NCc1ccc(F)cc1
#9 COCc1cc(=O)[nH]c(-c2ccc(C(F)(F)F)cc2)n1
assay / entry | 10 | 9
ARNT TACC3 PPI | -6 | ·
EWS-Fli block | 1 | 5
ERp5 inh | -2 | -13
DENV2 CPE | -1 | 12
Xi reactivation | 0.1 | 0.1
INS-1E GSIS act | -1 | ·
F508del corr | -1.6 | 0.0
PAX8 reporter | -6 | 25

Going on with the list.
entry	SMILES	ARNT TACC3 PPI	EWS-Fli block	ERp5 inh	DENV2 CPE
11	CNC(=O)c1cc(-c2ccc(Cl)cc2)n(-c2ccccc2)n1	-12	1	0	-3
12	N#Cc1ccc(-c2ccc3c(c2)[C@H]2[C@H](CCN2S(=O)(=O)c2cccc(F)c2)[C@H](CO)N3)cc1	-30	-2	8	·
13	COc1ccc(Cn2c(=N)c(C(=O)NCC3CCCO3)cc3c(=O)n4ccccc4nc32)cc1 (stereo not drawn)	-16	5	6	-6
14	CN(C)N=Nc1nc[nH]c1C(N)=O	2	-3	-8	2
15	Cc1ccc(CN2CCN(Cc3ccc(Oc4ncccn4)cc3)CC2CCO)cc1 (stereo not drawn)	2	-3	2	-3
16	N#Cc1ccc(-c2ccc([C@@H]3[C@H](CO)N4CCCCN(S(=O)(=O)c5ccccc5)C[C@@H]34)cc2)cc1	-2	5	-7	23*
17	COC(=O)N1CCN(c2ccc(Cl)c(Cl)c2)CC1	-1	0	6	2
18	Cc1ccc(-c2ccc3c(c2)O[C@@H](CN(C)C(=O)C2CCCCC2)[C@H](C)CN([C@@H](C)CO)S3(=O)=O)cc1	·	34	·	·
19	C[C@H](CO)N1C[C@H](C)[C@H](CN(C)C(=O)Nc2ccc(F)cc2)Oc2ncc(-c3cc4ccccc4o3)cc2C1=O	-3	-7	1	-5
20	CCC(=O)N[C@@H]1C=C[C@H](CC(=O)NCCN2CCCCC2)O[C@H]1CO	-10	6	-6	0

entry	Xi reactivation	INS-1E GSIS act	F508del corr	PAX8 reporter
11	0.1	9	-2.0	-18
12	0.1	-5	0.0	23
13	·	2	-0.4	·
14	0.1	-13	-5.2	102*
15	0.6	1	-0.3	7
16	0.2	-21	4.8	-34
17	·	-38	1.3	·
18	-0.3	11	-2.1	·
19	-1.1	-17	·	23
20	0.4	-8	-0.1	-8

Pulled by compound from above (four):
entry	SMILES	ARNT TACC3 PPI	EWS-Fli block	ERp5 inh	DENV2 CPE
16	N#Cc1ccc(-c2ccc([C@@H]3[C@H](CO)N4CCCCN(S(=O)(=O)c5ccccc5)C[C@@H]34)cc2)cc1	-2	5	-7	23*
8	Cc1ccccc1OCCC(=O)OCC(=O)c1c(N)n(CC(C)C)c(=O)n(C)c1=O	-2	·	1	3
13	COc1ccc(Cn2c(=N)c(C(=O)NCC3CCCO3)cc3c(=O)n4ccccc4nc32)cc1 (stereo not drawn)	-16	5	6	-6
9	COCc1cc(=O)[nH]c(-c2ccc(C(F)(F)F)cc2)n1	·	5	-13	12

entry	Xi reactivation	INS-1E GSIS act	F508del corr	PAX8 reporter
16	0.2	-21	4.8	-34
8	-0.1	-57	-2.0	9
13	·	2	-0.4	·
9	0.1	·	0.0	25

Additional structures:
entry	SMILES	ARNT TACC3 PPI	EWS-Fli block	ERp5 inh	DENV2 CPE
21	Cc1noc(C)c1S(=O)(=O)N(C)C[C@H]1OCCCC[C@@H](C)Oc2ccc(NC(=O)Nc3ccc(F)cc3)cc2C(=O)N([C@@H](C)CO)C[C@@H]1C	-6	-17	0	14
22	O=C1C(=Cc2ccc(F)cc2)Cc2ccccc21	·	-55	1	-1
23	C[C@@H]1CN([C@H](C)CO)C(=O)c2cc(NC(=O)Nc3cccc4ccccc34)ccc2O[C@@H](C)CCCCO[C@H]1CN(C)S(C)(=O)=O	·	3	1	5
24	CN(C)C(=S)Nc1cccc(F)c1	·	3	1	-1
25	CCCCS(=O)(=O)N1CCCc2nc(C)c(C)cc21	·	-2	3	-5
26	CCOC(=O)c1oc2c(CN3CCN(C)CC3)c(O)ccc2c(=O)c1-c1ccc(Br)cc1	-1	-6	0	-5
27	Cc1ccc(N2C(=O)c3ccc(C(=O)O)cc3C2=O)c(C)c1	0	·	·	·
28	Cc1ccc(NC(=O)CCn2c(=S)oc3ccccc32)cc1	-9	8	6	-2
29	Cc1ccc(NC(=O)C2CCCN(C(=O)Nc3ccc(F)cc3)C2)cc1 (stereo not drawn)	4	-18	-6	-5
30	COc1ccccc1NC(=O)N(C)C[C@H]1Oc2ncc(Br)cc2C(=O)N([C@@H](C)CO)C[C@H]1C	-12	3	-2	-1

entry	Xi reactivation	INS-1E GSIS act	F508del corr	PAX8 reporter
21	-0.2	-3	1.6	35
22	0.4	-2	1.8	-68
23	0.0	0	0.3	-10
24	0.0	-6	·	-2
25	0.1	·	-1.4	-1
26	-0.1	-7	0.5	13
27	0.3	16	·	-29
28	0.2	8	2.4	-15
29	0.0	-14	1.4	5
30	0.6	-2	0.9	·

(listing goes on)
entry	SMILES	ARNT TACC3 PPI	EWS-Fli block	ERp5 inh	DENV2 CPE
31	Cc1ccc(S(C)(=O)=NS(=O)(=O)c2cccc3nsnc23)cc1 (stereo not drawn)	-7	4	-2	-2
32	CC(C)OCCCN1CC(=O)N2C(c3cccc([N+](=O)[O-])c3)c3[nH]c4ccccc4c3C[C@H]2C1=O (stereo partly drawn)	15	22	4	13
33	COc1ccc(C)cc1NC(=O)C(C)N1CCOCC1 (stereo not drawn)	-14	1	-8	-2
34	CC1=C/C(=N\NC(=O)c2ccc(O)cc2)CC1	14	-9	4	-1
35	CC(=O)Nc1ccc(S(=O)(=O)Nc2ccc3[nH]c(=O)[nH]c3c2)cc1	-2	0	-1	-2
36	Cc1ccc(S(=O)(=O)n2cnc(C)c2)cc1	·	3	-12	10
37	CNC[C@@H]1Oc2ccc(NC(=O)CCC(F)(F)F)cc2CC(=O)N([C@@H](C)CO)C[C@@H]1C	1	-5	0	6
38	O=C(COc1ccccc1[N+](=O)[O-])Nc1ccc(CN2CCOCC2)cc1	·	-22	1	5
39	COc1ccccc1C(=O)Nc1ccc2c(c1)C(=O)N(C)C[C@@H](OC)[C@@H](C)CN(C)[C@@H](C)CO2	-13	7	0	5
40	CCOC(=O)C1CCN(C(=O)C2CCN(S(=O)(=O)c3cc(Cl)ccc3OCC)CC2)CC1	-3	·	3	-2

entry	Xi reactivation	INS-1E GSIS act	F508del corr	PAX8 reporter
31	0.0	-17	-0.8	-8
32	0.5	-32	-2.7	46
33	-0.1	0	1.4	-17
34	0.0	-8	2.1	-15
35	0.0	-2	2.5	4
36	0.0	5	0.5	17
37	0.0	9	-1.2	-8
38	0.1	2	-2.4	-15
39	0.3	-5	-3.1	-20
40	0.0	-28	1.4	·

(cont.)
entry	SMILES	ARNT TACC3 PPI	EWS-Fli block	ERp5 inh	DENV2 CPE
41	C=CCOC(Cn1ccnc1)c1ccc(Cl)cc1Cl (stereo not drawn)	2	16	-7	3
42	C[C@@H]1CN([C@@H](C)CO)S(=O)(=O)c2ccc(-c3ccncc3)cc2O[C@@H]1CN(C)C(=O)C1CC1	-6	-7	3	0
43	O=C(COc1ccccc1Cl)NC(=S)Nc1ccccc1N1CCCC1	22	11	-2	-2
44	Cn1c(=O)cc(Nc2ccc(Cl)cc2)[nH]c1=O	-7	-1	5	3
45	Cc1cccc(N2CCN(C(=O)C3CCN(S(=O)(=O)N4CCOCC4)CC3)CC2C)c1 (stereo not drawn)	-2	6	3	-2
46	CCC(=O)N(C)C[C@@H]1Oc2cc(-c3ccccc3OC)ccc2S(=O)(=O)N([C@H](C)CO)C[C@H]1C	-4	-3	-6	-2

entry	Xi reactivation	INS-1E GSIS act	F508del corr	PAX8 reporter
41	0.3	25	-1.8	2
42	-0.2	8	0.3	·
43	0.0	3	-0.6	21
44	0.2	9	-2.1	12
45	0.0	4	2.5	3
46	-2.0	14	-1.7	-9

Source: PubChem (Broad Institute)
